# From PubChem
# ERp5 block: inhibitors of human ERp5; ERp5 insulin aggregation, absorbance 650 nm, 90 min; inhibition, % at 9.99 µM; 350,000 tested, 0.05% active;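 active means mean replicate inhibition above about 25%, with every replicate also reaching it, limit read from the data, passing the limit was not always enough; inconclusive means only one of those two criteria met; inactive means neither criterion met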
# Target sequence (Q15084 whole entry, looked up): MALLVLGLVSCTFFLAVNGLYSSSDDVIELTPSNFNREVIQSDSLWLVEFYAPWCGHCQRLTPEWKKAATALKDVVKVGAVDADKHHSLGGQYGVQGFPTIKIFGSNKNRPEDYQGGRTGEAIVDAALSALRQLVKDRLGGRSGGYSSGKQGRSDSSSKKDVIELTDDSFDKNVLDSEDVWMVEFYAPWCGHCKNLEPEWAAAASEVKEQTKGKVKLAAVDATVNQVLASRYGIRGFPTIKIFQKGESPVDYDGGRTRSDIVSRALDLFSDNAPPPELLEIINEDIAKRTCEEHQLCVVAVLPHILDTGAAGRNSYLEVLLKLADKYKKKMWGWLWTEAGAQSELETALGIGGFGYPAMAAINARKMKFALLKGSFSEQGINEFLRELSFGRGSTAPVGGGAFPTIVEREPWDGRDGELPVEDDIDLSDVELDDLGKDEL
# PAX8 inh HTS: lowers PAX8-driven luciferase in RMG-I cells; AID 652154; inhibition, % at 12.6 µM; RMG-I TPO-luciferase reporter, SteadyGlo, 24 h; 360,000 tested, 1.2% active;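 active means mean replicate inhibition at least 60% with every replicate also reaching 60%; inconclusive means only one of the two criteria is met; inactive means mean below 60% and not all replicates reaching 60%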;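 further: luciferase light reporting Pax8 driven TPO promoter activity; plate controls were median of neutral control wells for no effect and mitoxantrone controls for full effect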
# Xi reactivation: activators of X-chromosome reactivation in mouse fibroblasts; 360,000 tested, 0.055% active; activation, % at 7.58 µM; XiGFP mouse fibroblasts, % GFP-positive cells imaging, 3 d; cells co-treated with 5-aza-dC sensitizer; scaled so ellipticine positive control = 100%;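 active means mean normalized replicate activation at least 10% and every replicate at or above 10%; inconclusive means only one of the two criteria met; inactive means mean below 10% and not all replicates reach 10%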;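 further: 0% = median of on-plate neutral control wells and 100% = ellipticine 6 µM median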
#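 material = 68-5-11 XiGFP fibroblast line | medium = DMEM plus 5-aza-dC sensitizer | schedule = 3 days compound exposure | benchmarks = positive control ellipticine, 6 µM final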
# ARNT-TACC3 inh: ARNT/TACC3 interaction disruption. Q9Y6A5. AlphaScreen His-ARNT PAS-B/GST-TACC3 binding, luminescence; TACC3 fragment carries E629A point mutation. inhibition, % at 9.99 µM. 390,000 tested, 0.66% active. AID 623870;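 active means mean inhibition of replicates at least 50% and at least half of replicates each reaching 50%; inconclusive means half or more replicates reach 50% but mean below 50%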;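 further: 0% = complete ARNT plus TACC3 wells and 100% = ARNT alone without TACC3; many hits fall short of the cut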
# DENV2 CPE rescue: protects cells from dengue virus 2 cytopathic effect; AID 651640; 350,000 tested, 1.7% active; DENV2-infected cells, cytopathic effect rescue, plate reader; CPE inhibition, % at 9.99 µM; in the data active means CPE inhibition above about 20%, passing the limit was not always enough; inconclusive means no clear call, values can overlap the other calls; tested in BHK-21 cells;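 further: 0% = median of neutral control wells and 100% = median of positive control wells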
# GSIS activator: primary screen for activators of insulin secretion dependent on glucose, INS-1E cells, GLuc reporter luminescence | INS-1E GLuc reporter insulin secretion, 2-3 h | activation, % at 16.6 µM | 370,000 tested, 0.61% active | AID 743287;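 active means lowest replicate activation of at least 40%, so every replicate reaches that level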;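 further: 0% = median of neutral control wells and 100% = median of IBMX positive control wells; some compounds called inactive have numbers as strong as hits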
# EWS-Fli block: EWS/Fli transcriptional activity inhibition; inhibition, % at 12.6 µM; A673 NR0B1-luciferase reporter, viability-normalised; AID 651661; 350,000 tested, 0.67% active;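 active means mean inhibition of at least 50% after viability correction, with every replicate also passing that limit; inconclusive means mean reaches 50% but only one of two replicates passes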;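 further: firefly luciferase signal divided by Alamar Blue viability fluorescence both relative to DMSO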
# F508del corr: correctors of CFTR F508del function in bronchial epithelial cells | 350,000 tested, 0.36% active | activity (quench increase), % at 7.58 µM | CFBE cells, YFP halide quenching; stimulated with forskolin plus potentiator P3; % fluorescence drop versus neutral controls;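 active means mean added fluorescence quench of at least 8% versus neutral control, with both replicates also reaching 8%; inconclusive means only one of the mean or replicate conditions met; inactive means mean below 8% and not both replicates reaching 8%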;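 further: cells transiently co-express mutant CFTR-F508del with the halide-sensitive YFP; corrector assay measuring rescue of mutant channel to the surface after 24 h compound exposure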
# An asterisk follows results filed as active; ? = inconclusive; . = no result given; & = joins results of further samples.
1) O=C1CN(S(=O)(=O)c2ccccc2)C[C@H]2[C@H](c3ccc(Br)cc3)[C@H](CO)N12
2) CCS(=O)(=O)N1CCN(c2ccc(C(=O)N3CCOCC3)cc2[N+](=O)[O-])CC1
3) CCCCN(C)CCN1C(=O)C2C(C(=O)Nc3cccc(OC)c3)C3C=CC2(O3)C1C(=O)NC1CCCCC1C (stereo not drawn)
4) OC(CCl)CCl
5) COc1cc(NC(=O)c2cccc(COCC(F)(F)C(F)F)c2)cc(OC)c1OC
6) O=C(NCCCC(NC(=O)OCc1ccccc1)C(=O)O)OCc1ccccc1 (stereo not drawn)
7) COc1cc(CN2CCCCCC2)cc(Br)c1O
8) CC(c1cccnc1)N(CCN(C)C)C(=O)Nc1ccc(Cl)c(Cl)c1 (stereo not drawn)
Screen / compound no.	1	2	3	4	5	6	7	8
ERp5 block	-2	-2	-3	-2	.	3	-1	-2
PAX8 inh HTS	-14	2	5	.	-1	1	-14	-4
Xi reactivation	0.0	0.0	0.0	.	0.0	0.0	0.0	-0.1
ARNT-TACC3 inh	.	-4	1	.	-3	3	-5	2
DENV2 CPE rescue	-6	-6	-1	32*	.	0	3	-8
GSIS activator	16	-4	-6	4	-5	.	-9	.
EWS-Fli block	1	4	13	-3	.	-24	1	7
F508del corr	1.6	1.2	1.5	2.4	.	0.5	-7.6	0.9

9) CCOC(=O)c1oc2ccc(S(=O)(=O)n3nc(-c4ccc(C)cc4)cc3N)cc2c1C
10) O=C(N/N=C/c1ccc([N+](=O)[O-])cc1)c1cnccn1
11) O=C(Nc1ccc(F)cc1)N1CC(=O)N2[C@H](CO)[C@H](c3ccc(C4=CCCC4)cc3)[C@@H]2C1
12) O=C1N=C(N2CCOCC2)S/C1=C/c1cc2c(cc1[N+](=O)[O-])OCO2
13) O=C(Nc1ccc(C(F)(F)F)cc1)N1[C@@H]2CNC[C@H]1C2c1ccc(-c2ccccc2)cc1 (stereo partly drawn)
14) CCCC#Cc1cnc2c(c1)C(=O)N([C@H](C)CO)C[C@H](C)[C@H](CN(C)C(=O)c1cnccn1)O2
15) CCCCNC(=O)C(CC)(ONc1ccccc1C(F)(F)F)c1ccccc1OC (stereo not drawn)
16) Cc1ccccc1CSc1nnc(C)n1N
Screen / compound no.	9	10	11	12	13	14	15	16
ERp5 block	-3	3	-3	1	8	-1	-9	0
PAX8 inh HTS	4	7	8	-19	-8&7	.	-8	.
Xi reactivation	-0.1	0.0	0.1	-0.1	0.0&0.0	-0.9	0.1	.
ARNT-TACC3 inh	0	.	.	-1	.	7	4	0
DENV2 CPE rescue	90*	-1	-3	1	8&0	-9	-23	-6
GSIS activator	1	4	-19	-2	-9&3	-9	-2	10
EWS-Fli block	0	-12	-32	-7	37&-3	-3	13	-10
F508del corr	0.0	-0.7	0.0	-1.8	-1.1&3.3	-1.0	-0.5	-2.7

17) Cc1noc(C)c1NC(=O)N(C)C[C@H]1Oc2ccc(NC(=O)Cn3cnnn3)cc2C(=O)N([C@@H](C)CO)C[C@H]1C
18) C/C(Nc1ccc(Cl)c(Cl)c1)=C1/CCOC1=O
19) Oc1ccc(-c2sc(Nc3ccccc3)n[n+]2-c2ccc(F)cc2)cc1
20) COc1cc(C(O)c2nc(-c3csc4ccccc34)cs2)ccc1F (stereo not drawn)
21) Cc1cc(C)n(CC(=O)N/N=C/c2cccc([N+](=O)[O-])c2)n1
22) Cc1ccc(S(=O)(=O)N(C)C[C@H]2Oc3ccc(N(C)C)cc3CC(=O)N([C@H](C)CO)C[C@@H]2C)cc1
23) CN(CC(=O)Nc1ccccc1Br)C(=O)c1ccc(-c2ccc(Cl)cc2)o1
24) CCCNC(=O)C[C@@H]1C[C@H]2c3cc(NC(=O)COC)ccc3O[C@H]2[C@H](CO)O1
Screen / compound no.	17	18	19	20	21	22	23	24
ERp5 block	-1	-3	-1	-2	.	2	7	-4
PAX8 inh HTS	.	14	-69	-20	-15	8	-11	6
Xi reactivation	0.0	0.1	0.0	-0.1	0.1	0.0	0.1	0.1
ARNT-TACC3 inh	-7	.	-13	.	18	1	-4	-8
DENV2 CPE rescue	15	0	-2	-4	.	-1	?	3
GSIS activator	-1	.	.	-4	17	-6	3	13
EWS-Fli block	-7	-2	-2	-31	4	-8	-2	-3
F508del corr	-1.8	-2.2	-1.3	-0.9	-0.8	3.5	1.7	1.3

25) COc1cccc(-c2cc3nc(NCc4ccc(C)cc4C)n(C)c(=O)c3s2)c1
26) C[C@@]12C(=O)NCC(=O)N1[C@@H]1c3cc(Br)ccc3OC[C@@H]1[C@@H]2c1ccccc1
27) CC1(C)CC2(C)CC(=O)C1C(C(=O)O)C2C(=O)O (stereo not drawn)
28) COc1ccc(S(=O)(=O)N(C)C[C@H]2OCCCC[C@H](C)Oc3ccc(NC(=O)NC4CCCCC4)cc3C(=O)N([C@@H](C)CO)C[C@@H]2C)cc1
29) COc1cc2c(cc1OC)CN(C(=O)CSC1=NCCS1)CC2
30) O=C(O)C[C@H]1c2cc(C(F)(F)F)ccc2S(=O)(=O)N1C1CCN(Cc2ccccc2)CC1
31) COCC(=O)N1CC2(C1)CN(C(=O)Nc1ccccc1F)[C@@H](CO)c1[nH]c3cc(OC)ccc3c12
32) COc1ccccc1CC1(C)C(=O)Nc2ccc(S(=O)(=O)NC3CCCCC3)cc21 (stereo not drawn)
Screen / compound no.	25	26	27	28	29	30	31	32
ERp5 block	3	3	1	15	3	7	0	-7
PAX8 inh HTS	4	17	-2	13	12	-11	-16	-9
Xi reactivation	0.0	0.0	0.0	0.1	0.1	0.0	0.0	0.3
ARNT-TACC3 inh	.	-8	.	4	.	-1	.	.
DENV2 CPE rescue	0	.	-4	-1	-9	-2	11	?
GSIS activator	-3	-9	.	-17	3	16	7	-20
EWS-Fli block	-3	-3	-2	14	0	-5	1	-8
F508del corr	2.6	0.4	-1.7	-6.1	-3.5	1.2	-5.9	5.1

# A different layout for some results above.
No.	structure	ERp5 block	PAX8 inh HTS	Xi reactivation	ARNT-TACC3 inh	DENV2 CPE rescue	GSIS activator	EWS-Fli block	F508del corr
24	CCCNC(=O)C[C@@H]1C[C@H]2c3cc(NC(=O)COC)ccc3O[C@H]2[C@H](CO)O1	-4	6	0.1	-8	3	13	-3	1.3
25	COc1cccc(-c2cc3nc(NCc4ccc(C)cc4C)n(C)c(=O)c3s2)c1	3	4	0.0	.	0	-3	-3	2.6
26	C[C@@]12C(=O)NCC(=O)N1[C@@H]1c3cc(Br)ccc3OC[C@@H]1[C@@H]2c1ccccc1	3	17	0.0	-8	.	-9	-3	0.4
27	CC1(C)CC2(C)CC(=O)C1C(C(=O)O)C2C(=O)O (stereo not drawn)	1	-2	0.0	.	-4	.	-2	-1.7
28	COc1ccc(S(=O)(=O)N(C)C[C@H]2OCCCC[C@H](C)Oc3ccc(NC(=O)NC4CCCCC4)cc3C(=O)N([C@@H](C)CO)C[C@@H]2C)cc1	15	13	0.1	4	-1	-17	14	-6.1
29	COc1cc2c(cc1OC)CN(C(=O)CSC1=NCCS1)CC2	3	12	0.1	.	-9	3	0	-3.5
30	O=C(O)C[C@H]1c2cc(C(F)(F)F)ccc2S(=O)(=O)N1C1CCN(Cc2ccccc2)CC1	7	-11	0.0	-1	-2	16	-5	1.2
31	COCC(=O)N1CC2(C1)CN(C(=O)Nc1ccccc1F)[C@@H](CO)c1[nH]c3cc(OC)ccc3c12	0	-16	0.0	.	11	7	1	-5.9
32	COc1ccccc1CC1(C)C(=O)Nc2ccc(S(=O)(=O)NC3CCCCC3)cc21 (stereo not drawn)	-7	-9	0.3	.	?	-20	-8	5.1

# Later entries.
33) COCCCNC(=S)N/N=C/c1ccc(O)cc1
34) CC(=O)C1=C(c2ccccc2)NC(=O)NC1c1ccc(O)c(O)c1 (stereo not drawn)
35) CCCCCCNC(=O)Cc1ccc(Br)cc1
36) CCN(CC)c1ccc2cc(C(=O)c3cccs3)c(=O)oc2c1
37) Cc1cc(OCC(=O)OCC(=O)Nc2ccc(Cl)cn2)ccc1Cl
38) CCC(=O)NC(=S)Nc1ccc(NC(=O)c2ccco2)c(Cl)c1
39) CC(=O)c1ccc(NC(=S)NNC(=O)c2ccccc2[N+](=O)[O-])cc1
40) C[C@H](CO)N1C[C@H](C)[C@H](CN(C)C(=O)NC2CCCCC2)OCCCC[C@H](C)Oc2ccc(NC(=O)NC3CCCCC3)cc2C1=O
Screen / compound no.	33	34	35	36	37	38	39	40
ERp5 block	0	0	-2	-1	0	3	1	6
PAX8 inh HTS	23	17	3	-107	-8	-23	-11	8
Xi reactivation	0.0	0.0	0.3	?	0.0	0.3	0.3	0.0
ARNT-TACC3 inh	.	-4	0	.	.	.	5	-1
DENV2 CPE rescue	6	?	5	-8	-9	6	-6	-6
GSIS activator	7	-4	-23	-5	3	7	7	-29
EWS-Fli block	-8	5	-5	-121	4	-18	4	4
F508del corr	-1.4	-1.9	0.0	-2.1	-0.8	-5.4	1.6	-0.1

41) CCCS(=O)(=O)NC(=O)C1(C)CCCN(C(=O)c2ccccc2OC)C1 (stereo not drawn)
42) CC(C)CC#Cc1ccc2c(c1)O[C@@H](CN(C)C(=O)C1CCC1)[C@@H](C)CN([C@@H](C)CO)S2(=O)=O
43) Cc1ccc(-c2cnc3c(c2)C(=O)N([C@H](C)CO)C[C@@H](C)[C@H](CN(C)Cc2ccccc2C(=O)O)O3)cc1
44) COC(=O)CCSC(=S)N1CCOCC1
45) Cc1noc(C)c1S(=O)(=O)N(C)C[C@@H]1OCCCC[C@H](C)Oc2ccc(NS(C)(=O)=O)cc2C(=O)N([C@H](C)CO)C[C@@H]1C
46) CCOc1ccc(OCCC(=O)OCC(=O)Nc2cc(S(=O)(=O)N3CCOCC3)ccc2OC)cc1
47) O=C(Nc1nccs1)[C@@H]1CC=C[C@@H]2CCN(Cc3ccccc3)C(=O)[C@@H]21
48) Cc1cccc(NS(=O)(=O)c2nnc(NC(=O)c3ccc(Cl)cc3)s2)c1
Screen / compound no.	41	42	43	44	45	46	47	48
ERp5 block	1	3	-2	-5	-2	2	1	2
PAX8 inh HTS	-3	.	.	-7	.	10	1	-3
Xi reactivation	0.1	-1.2	-0.1	0.1	0.1	-0.1	-0.3	0.0
ARNT-TACC3 inh	.	-2	-8	-15	.	-2	.	-10
DENV2 CPE rescue	-5	12	-11	0	2	2	-2	-3
GSIS activator	14	-13	18	12	17	3	-7	.
EWS-Fli block	8	16	1	11	-10	4	-7	-9
F508del corr	1.3	-4.6	1.2	-1.0	-0.9	-1.5	3.6	-2.4

49) O=C(C[C@H]1CC[C@@H](NC(=O)c2ccc3c(c2)OCO3)[C@@H](CO)O1)NC1Cc2ccccc2C1
50) COc1cc(/C=C2\SC(=Nc3ccccc3OC)NC2=O)ccc1O
51) COc1ccc(-n2nnnc2C(CCSC)N2CCN(C/C=C/c3ccccc3)CC2)cc1 (stereo not drawn)
52) C[C@@H]1CCCCO[C@H](CN(C)CC2CC2)[C@H](C)CN([C@@H](C)CO)C(=O)c2cc(N(C)C)ccc2O1
Screen / compound no.	49	50	51	52
ERp5 block	-1	4	3	-1
PAX8 inh HTS	-13	71*	19	2
Xi reactivation	0.5	0.0	0.1	0.1
ARNT-TACC3 inh	13	2	.	2
DENV2 CPE rescue	1	?	18	2
GSIS activator	32	1	-5	7
EWS-Fli block	6	35	7	.
F508del corr	-0.4	-0.5	-0.3	2.5
